Mito fusion act – mitochondrial division inhibition or fusion activation. S. cerevisiae fusion-defective mutant growth rescue, CellTiterGlo 48 h. Potency, µM (highest dose often 46.1 µM), without a hit: at the highest dose growth rescue (activation), most hits filed as activators. 320,000 tested, 0.23% active. AID 485298;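 also: potency is read from the fitted curve at half-maximal effect; % of control where 0% means no effect; nearly all actives have a fitted effect of over 45% in size; temperature-sensitive fusion mutants such as fzo1-1 at 37 °C on non-fermentable ethanol glycerol medium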
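Yeast fusion mutant, YPEG (non-fermentable carbon), compound, 48 h at 37C non-permissive; CellTiterGlo added, 10 min RT, luminescence read. Rescued growth = division inhibition.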
FLuc counter – inhibits or activates purified firefly luciferase, miR-21 counter-screen. P08659. purified FLuc, Km substrates, luminescence inhibition. Potency, µM (titrated, usually from 57.5 µM), for inactives: top-dose activity change, negative = inhibition, most hits filed as inhibitors. 360,000 tested, 6.9% active. AID 588342;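 also: potency is read from the fitted curve at half-maximal effect; plate controls were vehicle for no effect and reference inhibitor for full effect; nearly all actives have a fitted effect of over 55% in size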
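Purified P. pyralis luciferase, 10 nM final, with Km-level 10 uM D-luciferin and 10 uM ATP in 50 mM Tris acetate pH 7.5, 10 mM Mg acetate, 0.01% Tween-20, 0.05% BSA; 6-point qHTS titration about 60 µM downward; luminescence read.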
RORg inh – blocks mouse ROR gamma transcriptional activity | 310,000 tested, 5.4% active | Drosophila S2 Gal4-RORgamma UAS-luciferase reporter, 20 h | Potency, µM (titrated, usually from 53.6 µM), for inactives: at the highest dose activity change, negative = inhibition, hits mostly inhibitors; also: potency is read from the fitted curve at half-maximal effect; % is scaled to controls: 0 for no effect and ±100 for the full control effect; nearly all actives have a fitted effect of over 60% in size
Target sequence (P51450 whole entry, looked up, the tested form may be a part): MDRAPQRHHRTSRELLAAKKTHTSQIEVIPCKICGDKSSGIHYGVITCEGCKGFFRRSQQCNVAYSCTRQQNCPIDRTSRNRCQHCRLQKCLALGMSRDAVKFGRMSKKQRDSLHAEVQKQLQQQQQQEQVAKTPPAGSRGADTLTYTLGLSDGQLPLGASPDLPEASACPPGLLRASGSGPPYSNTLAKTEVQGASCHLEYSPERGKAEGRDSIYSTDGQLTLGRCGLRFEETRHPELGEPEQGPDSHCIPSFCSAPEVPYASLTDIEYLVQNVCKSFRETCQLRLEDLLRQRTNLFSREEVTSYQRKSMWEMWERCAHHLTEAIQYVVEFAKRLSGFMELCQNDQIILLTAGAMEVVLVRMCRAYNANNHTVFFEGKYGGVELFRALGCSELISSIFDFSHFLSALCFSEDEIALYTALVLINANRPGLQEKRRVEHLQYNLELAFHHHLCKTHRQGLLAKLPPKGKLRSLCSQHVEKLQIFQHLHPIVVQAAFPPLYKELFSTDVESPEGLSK
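Using a luciferase readout, inhibitors were identified by reduced reporter activity in Drosophila cells coexpressing a copper-inducible Gal4–ROR gamma fusion and UAS-driven Photinus luciferase, incubated 20 hr after 700 uM copper sulfate.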
Menin MLL FP TR – displaces Texas Red mutant MLL peptide from human menin; O00255; Menin + Texas Red MLL mutant peptide, fluorescence polarization; Potency, µM (top dose mostly 61.6 µM), without a hit: at the top dose FP activity change, negative = inhibition, most hits filed as inhibitors; 270,000 tested, 0.23% active; active = well fitted inhibition curve with a large enough effect in the polarisation, with a control signal flat, not every such curve was filed as active; inconclusive = small, poorly fitted or top-dose-only effect, or effect the other way, or a change in a side signal; inactive = no such curve, though single readings can be large or run the other way; the % refers to the polarisation; also: potency is read from the fitted curve at half-maximal effect; % of control where 0% means no effect; many of its hits are not listed in these tables
Target sequence (O00255 whole entry, looked up): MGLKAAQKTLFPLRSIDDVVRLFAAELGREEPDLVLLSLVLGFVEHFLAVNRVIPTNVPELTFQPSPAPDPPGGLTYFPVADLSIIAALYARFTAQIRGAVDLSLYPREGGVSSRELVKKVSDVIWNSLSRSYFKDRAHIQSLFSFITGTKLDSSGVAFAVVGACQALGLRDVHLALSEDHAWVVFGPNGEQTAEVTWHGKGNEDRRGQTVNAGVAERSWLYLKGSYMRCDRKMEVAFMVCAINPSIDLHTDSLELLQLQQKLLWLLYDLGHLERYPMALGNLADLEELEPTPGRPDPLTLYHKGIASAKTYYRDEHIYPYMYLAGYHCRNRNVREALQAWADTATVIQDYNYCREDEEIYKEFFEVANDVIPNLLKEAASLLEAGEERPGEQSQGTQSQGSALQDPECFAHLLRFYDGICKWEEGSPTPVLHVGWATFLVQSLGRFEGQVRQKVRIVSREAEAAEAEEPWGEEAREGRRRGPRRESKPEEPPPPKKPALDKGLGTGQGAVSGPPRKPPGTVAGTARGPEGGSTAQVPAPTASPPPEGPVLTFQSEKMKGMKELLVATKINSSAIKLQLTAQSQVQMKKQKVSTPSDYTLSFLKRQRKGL
PKM2 act – increases activity of human pyruvate kinase M2 | P14618 | purified PKM2, Kinase-Glo ATP luminescence, activation; response scale: 0% is enzyme alone, no compound | Potency, µM (highest dose often 57.5 µM), for the others: at the top dose activation, actives largely listed as activators | 260,000 tested, 0.34% active | AID 1631; also: potency is read from the fitted curve at half-maximal effect; % is scaled to controls: 0 for no effect and ±100 for the full control effect; nearly all actives have a fitted effect of over 55% in size
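Purified hPK-M2 (>95%) run at intermediate activity with 0.1 mM ADP and 0.5 mM PEP in 50 mM imidazole pH 7.2, KCl, MgCl2; 1 h room temperature. ATP formed read by Kinase-Glo luminescence; normalized to uninhibited and no-enzyme controls.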
Gal4-VP16 FLuc – Gal4-VP16 reporter inhibition counter-screen; Drosophila S2 Gal4-VP16 UAS-luciferase, luminescence, 20 h; Potency, µM (titrated, usually from 53.6 µM), inactives show at the top dose activity, negative = inhibition, usual class: inhibitors; 310,000 tested, 3.5% active;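 also: Gal4-VP16 expression switched on by copper sulfate through the metallothionein promoter; potency is read from the fitted curve at half-maximal effect; % is scaled to controls: 0 for no effect and ±100 for the full control effect; nearly all actives have a fitted effect of over 50% in size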
ELG1 repair inh – inhibitors of ELG1-dependent DNA repair in HEK293T cells; HEK293T ELG1-luciferase reporter, luminescence, 16 h; DNA damage induced by 5-fluorouridine; Potency, µM (doses to about 46.1 µM), for the others: top-dose activity change, negative = inhibition, actives largely listed as inhibitors; 330,000 tested, 2.3% active; AID 504467; also: potency is read from the fitted curve at half-maximal effect; % is scaled to controls: 0 for no effect and ±100 for the full control effect; nearly all actives have a fitted effect of over 55% in size
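Cells (2,000 per well) received 5-fluorouridine plus test compound or DMSO and were incubated 16 hr at 37 °C, 5% CO2. Luciferase activity was read by luminescence 30 min after ONE-Glo addition; signal suppression marked inhibition of damage-induced ELG1 function.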
MBNL1 CUG block – inhibitors of human MBNL1 binding to CUG repeat RNA; AID 2675; 280,000 tested, 0.036% active; Potency, µM (highest dose often 57.5 µM), inactives show at the top dose activity change, negative = inhibition, most hits filed as inhibitors; Q9NR56; TR-FRET MBNL1-His/biotin-(CUG)12 binding, 665/545 ratio; active = well fitted inhibition curve with a large enough effect in the signal ratio, with a control signal flat, not every such curve was filed as active; inconclusive = small, poorly fitted or top-dose-only effect, or effect the other way, or a change in a side signal; inactive = no such curve, though single readings can be large or run the other way; the % refers to the signal ratio; also: potency is read from the fitted curve at half-maximal effect; % is scaled to controls: 0 for no effect and ±100 for the full control effect
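TR-FRET readout: Ex 340 nm, 665/545 nm emission ratio, normalized to buffer-only (basal) and MBNL1-(CUG)12 controls. Complex of MBNL1-His with Biotin-(CUG)12, compounds 92 nM–58 uM, incubated 60 min at room temperature.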
KCNH2 3.1 inh – KCNH2 3.1 (human) potassium channel inhibition; U2OS KCNH2 3.1, thallium flux FluxOr; hits give low values; activity change, % (tested at about 1.8 µM); 340,000 tested, 0.95% active; AID 720553;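 active = maximum activity change below -70%; inconclusive = maximum activity change from -70% to -50%; inactive = maximum activity change above -50%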;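 also: thallium influx rate constant from kinetic fluorescence after stimulation buffer; % is scaled to controls: 0 for no effect and ±100 for the full control effect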
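Channel expression came from 3.1 mutant virus (1.77 x 10^8 /mL) applied to suspended U2OS cells for 4 h. Flux was tracked with FluxOr dye plus Red40 quencher, and kinetic rate constants normalized to controls.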
NPC1 prom act – NPC1 promoter activation; Huh7 NPC1 promoter luciferase reporter, 24 h; Potency, µM (doses to about 9.22 µM), without a hit: at the highest dose activation, hits mostly activators; 320,000 tested, 2.4% active;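 also: potency is read from the fitted curve at half-maximal effect; % of control where 0% means no effect; nearly all actives have a fitted effect of over 60% in size; reporter is driven by a mutant NPC1 promoter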
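Luciferase expression driven by the NPC1 promoter was measured in stably transfected Huh7 cells after a 24 h compound incubation, using a luciferase reagent and a luminescence read.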
Rab9 promoter act – activators of Rab9 promoter | Potency, µM (doses to about 9.22 µM), for inactives: at the top dose activation, negative = inhibition, hits mostly activators | Huh7 Rab9 promoter-luciferase reporter, luminescence, 24 h | 320,000 tested, 2.8% active; also: potency is read from the fitted curve at half-maximal effect; % of control where 0% means no effect; nearly all actives have a fitted effect of over 60% in size
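Steps: seed 1500 Huh7 Rab9-luc cells per well, rest 2 h at 37 °C; add compound in DMSO; incubate 24 h; add luciferase reagent, 10 min ambient; read luminescence.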
The depositor's hits bear a star; ? = inconclusive; / = not tested or not shown; [ ] = dose if it differs, or a comment. Unless noted, calls follow the shape of the dose curve; as a rule, active = well fitted curve in the direction sought with a large enough effect; inconclusive = small, poorly fitted or top-dose-only effect, or another doubt; inactive = no such curve, though single readings can be large; an effect the other way counts as inactive or inconclusive.

SMILES	Mito fusion act	FLuc counter	RORg inh	Menin MLL FP TR	PKM2 act	Gal4-VP16 FLuc	ELG1 repair inh	MBNL1 CUG block	KCNH2 3.1 inh	NPC1 prom act	Rab9 promoter act
O=C(c1ncc[nH]1)c1ccccc1C(=O)N1CCOCC1	-4%	12%[2.3 µM]	4%	-24%	1%	-12%	13%	?	2	-1%	-3%
O=Cc1cn(CC(O)CN2CCCCC2)c2ccccc12 (stereo unspecified)	2%	-1%	6%	18%	-3%	6%	4%	20%	9	0%	9%
O=C(CNC(=O)c1cccc(F)c1)N/N=C/c1cc(Br)ccc1OCc1ccccc1	3%	-1%	44%	-27%	-5%	-14%	?	/	-5	0%	-2%
COc1ccc(-c2oc3ncnc(NCCCN4CCOCC4)c3c2-c2ccc(OC)cc2)cc1	?	2%	?	44%[activator]	0%	16µM*	16µM*	1%	6	-1%	-3%
O=C(O)CC(Cc1ccccc1)(C(=O)O)c1ccccc1 (stereo unspecified)	2%	-1%	0%	4%	2%[11.5 µM]	-9%	-7%	-5%	2	2%	2%
Cc1cc(C(=O)Nc2ccccc2C(=O)N2CCCCC2)ccc1[N+](=O)[O-]	-15%	4%	2%	-11%	0%	3%[10 µM]	?	?	10	-7%	-5%
COC(=O)c1cc2c(cc1Cl)SC(=NCCCN1CCOCC1)NS2(=O)=O	2%	-3%	-10%	-2%	-3%	3%	2%	-6%	5	0%	3%
CN(C)/C=C1\NC(=S)N(c2ccc(Cl)cc2)C1=O	3%	-12%	-34%	?	-1%	-18%	10%	26%	14	-4%	-3%
CC(C)Cn1c(C23CC4CC(CC(C4)C2)C3)n[nH]c1=S	5%	2%	3.2µM*	-5%	-2%	3.2µM*	-10%	-5%	-5	-6%	-2%
CCCC(O)(c1ccc(Cl)cc1)C(CN1CCOCC1)c1ccc(Cl)cc1 (stereo unspecified)	-76%[inhibitor]	2%	40%	?	/	-8%	-25%	0%	-2	-5%	-1%
CN(C)CCCNCCCNC(=O)/C=N/O	-3%	1%	3%	0%	-1%	-4%	15%	-9%	10	-3%	2%
CCC(C)NS(=O)(=O)c1ccc(NC(=O)C2CCCO2)cc1 (stereo unspecified)	0%	1%	44%	22%	-6%	5%	-16%	5%	4	-2%	0%

One compound at a time (already shown).
Results for `CCCC(O)(c1ccc(Cl)cc1)C(CN1CCOCC1)c1ccc(Cl)cc1` (stereo unspecified) = Mito fusion act: -76%[inhibitor]; FLuc counter: 2%; RORg inh: 40%; Menin MLL FP TR: ?; PKM2 act: /; Gal4-VP16 FLuc: -8%; ELG1 repair inh: -25%; MBNL1 CUG block: 0%; KCNH2 3.1 inh: -2; NPC1 prom act: -5%; Rab9 promoter act: -1%
Results for `CCC(C)NS(=O)(=O)c1ccc(NC(=O)C2CCCO2)cc1` (stereo unspecified) = Mito fusion act: 0%; FLuc counter: 1%; RORg inh: 44%; Menin MLL FP TR: 22%; PKM2 act: -6%; Gal4-VP16 FLuc: 5%; ELG1 repair inh: -16%; MBNL1 CUG block: 5%; KCNH2 3.1 inh: 4; NPC1 prom act: -2%; Rab9 promoter act: 0%

RORg inh: what is marked active above.
mol | Mito fusion act | RORg inh | Menin MLL FP TR | NPC1 prom act
CC(C)Cn1c(C23CC4CC(CC(C4)C2)C3)n[nH]c1=S | 5% | 3.2µM* | -5% | -6%

The results go on:
SMILES	Mito fusion act	FLuc counter	RORg inh	Menin MLL FP TR	PKM2 act	Gal4-VP16 FLuc	ELG1 repair inh	MBNL1 CUG block	KCNH2 3.1 inh	NPC1 prom act	Rab9 promoter act
COc1ccc(C(=O)NCCc2nnc3ccc(SCC(=O)N4CCOCC4)nn23)cc1	-1%	-1%	18%	-3%	-3%	-5%	-1%	1%	11	-1%	0%
COCCn1c(-c2ccc(C#N)cc2)nc2c1c(=O)[nH]c(=O)n2Cc1ccccc1	-2%	-2%	21%	-2%	?	-1%	-28%	0%	3	-2%	-2%
Nc1ccc(N2CCOCC2)c2nonc12	-3%	-1%	?	?	8%	3%	11%	?	3	9%	2%
O=C(NCc1cccs1)c1ccc(CS(=O)Cc2ccccc2Cl)o1 (stereo unspecified)	-1%	-2%	43%	/	/	-14%	0%	-1%	-12	2%	0%
COc1ccc(OC)c(NC(=O)CSc2nnc(Cc3cccn3C)n2-c2ccc(F)cc2)c1	9%	1%	-14%	3%	10%	4%	-13%	?	5	-3%	-2%
OC1=C(O)c2nc3cc(C(F)(F)F)ccc3nc21	0%	?	11%	/	7%	-1%	-15%	?	1	-3%	0%
O=C(c1cccc(C(F)(F)F)c1)C1CCCN(Cc2cccn2-c2ccccn2)C1 (stereo unspecified)	1%	0%	-30%	-11%	-11%	-2%	?	-9%	-109*	1%	-12%
COc1ccc(OCC(=O)Nc2cc(S(=O)(=O)N3CCCC3)ccc2OCC(F)(F)F)cc1	-6%	-1%	/	/	/	/	24%	/	-8	-6%	-4%
Cc1cccc(Nc2nnc(SCC(=O)Nc3cccc(S(=O)(=O)N4CCCCC4)c3)s2)c1	5%	2.7µM*	?	?	-11%	-13%	?	/	0	14%	4%
CCCC1=C/C(=C/c2ccc(-c3ccccc3OC)o2)C(=O)O1	7%	?	16%	?	?	-4%	14%	-2%	3	3%	-4%
C=CCNC(=O)c1c(N)n(-c2cccc(S(N)(=O)=O)c2)c2nc3ccccc3nc12	-4%	1%	?	7%	-2%	-20%	9.2µM*	24%	-14	0%	-5%
CN(C)S(=O)(=O)c1ccc(NC(=O)c2ccc3ncsc3c2)cc1	1%	?	36%	/	-1%	20%	?	-11%	6	24%	15%
Cc1cc(C)n2nc(C(=O)OCCOc3cccc(Br)c3)nc2n1	-3%	-1%	5%	-1%	0%	-11%	13%	3%	-11	-1%	-4%
O=C(CSCc1ccccc1)NCc1ccc2c(c1)OCO2	2%	-5%	27%	-4%	2%	7%	3%	-5%	5	0%	0%
COC(=O)c1c(-c2ccccc2)c[nH]c1C	5%	27µM*	?	/	-2%	22%	?	-4%	0	3%	-1%
CCOc1cc(C2NC(=O)N(C)C(C)=C2[N+](=O)[O-])ccc1OC(C)=O (stereo unspecified)	-2%	-4%	-27%	-7%	0%	1%	6%	?	6	-3%	-3%
CCCCNS(=O)(=O)c1ccc(OC)c(C)c1	1%	3%	?	15%	0%	-10%	15%	3%	3	-3%	-2%
CN1C(=S)SC(C)(C)C1N(O)C(=O)Nc1ccc(Cl)cc1 (stereo unspecified)	14%	?	0%	?	9%	-13%	11%	-11%	5	-2%	-1%
CCCn1c(CCC(=O)O)ccc1-c1ccccc1	0%	1%	3%	-6%	16%	3%	7%	-9%	-4	0%	-2%
COc1cccc(/C=N/Nc2ncc(C)c(=O)[nH]2)c1OC	-2%	0%	10%	-19%	/	6%	?	4%	17	-3%	0%
Cn1c(CN2CCCC2)nc2cc(NC(=O)c3ccc(Cl)cc3)ccc21	3%	?	-1%	1%	-3%	-10%	?	13%	-27	-1%	-5%
O=C(Nc1ccc(F)cc1F)c1c(C(F)(F)F)ccnc1Oc1ccccc1	1%	2%	1%	/	-6%	-2%	-5%	/	-16	-3%	-4%
O=c1c2cn(Cc3ccc(F)cc3)c3ccccc3c-2nn1Cc1ccc(F)cc1	0%	-2%	0%	-3%	/	-5%	0%	3%	-19	0%	-1%
Cc1cc(C)cc(N(CCC#N)C(=O)COC(=O)C2CCN(c3ccc(C(F)(F)F)cn3)CC2)c1	3%	-3%	/	/	/	/	-21%	/	?	-5%	-2%
COc1ccc(Nc2nc(C)c(-c3ccccc3)s2)cc1	-1%	7.6µM*	11µM*	32%[activator]	-14%	?	?	-6%	-35	?	4µM*
CN(C)C(=S)NC1CCS(=O)(=O)C1 (stereo unspecified)	7%	-3%	-8%	16%	3%	-7%	6%	3%	2	-2%	1%
O=C(c1cccn(Cc2cccc(Cl)c2)c1=O)N1CCOCC1	1%	0%	7%	0%	3%	3%	-6%	-14%	5	-9%	0%

Source: PubChem

This is a subset; rates above refer to the full screens.
